mIAP block = mouse IAP inhibition | purified mouse IAP, CDP-Star luminescence, 30 min | inhibition, % at 10 µM | 330,000 compounds, 0.2% hits | AID 2806;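 active = inhibition of at least 40% at 10 µM in the primary screen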;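 note: plate controls were DMSO with enzyme for no effect and no enzyme wells for full effect; values of inactives mirror those of a sister screen read the other way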
A3G deaminase = blocks human APOBEC3G single-stranded DNA deamination; 330,000 compounds, 0.28% hits; inhibition, % at 20 µM; Q9HC16; AID 493012; recombinant A3G, ssDNA deamination FAM/TAMRA fluorescence;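 active = inhibition of at least 40% at 20 µM, with no more than 30% in the related APOBEC3A deaminase screen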;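 note: plate controls were DMSO wells with A3G for no effect and wells lacking A3G enzyme for full effect; some compounds called inactive have numbers as strong as hits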
Target sequence (Q9HC16 whole entry, looked up): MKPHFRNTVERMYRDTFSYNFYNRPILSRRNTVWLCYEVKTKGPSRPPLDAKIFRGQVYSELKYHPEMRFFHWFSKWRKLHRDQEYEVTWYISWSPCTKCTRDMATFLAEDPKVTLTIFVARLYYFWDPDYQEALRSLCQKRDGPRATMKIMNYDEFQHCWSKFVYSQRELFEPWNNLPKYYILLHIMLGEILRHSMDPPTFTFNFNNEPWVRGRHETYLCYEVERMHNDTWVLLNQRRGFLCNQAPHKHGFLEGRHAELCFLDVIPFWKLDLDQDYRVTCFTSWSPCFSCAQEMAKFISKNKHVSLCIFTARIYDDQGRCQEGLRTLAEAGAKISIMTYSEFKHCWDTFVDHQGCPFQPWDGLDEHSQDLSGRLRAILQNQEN
MIN6 prolif = inducers of beta-cell replication in MIN6 cells; MIN6 cells proliferation, ATPlite luminescence, 48 h; cells starved in 0.2% serum; 100% = growth in 10% serum; proliferation, % at 10 µM; 330,000 compounds, 0.29% hits; AID 2380;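 active = compounds whose signal lies at least 3.5 SD above the mean of all wells on their plate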;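 note: 0% = DMSO-treated cells in low-serum medium and 100% = 10% serum control; some compounds called inactive have numbers as strong as hits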
MPTP inh = inhibitors of mitochondrial permeability transition pore; isolated mouse mitochondria, Ca2+ swelling absorbance, 30 min; inhibition, % at 10 µM; 360,000 compounds, 1.4% hits; AID 602449;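 active = inhibition of 50% or more, scaled per plate between neutral and stimulator controls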;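 note: 0% = DMSO wells given calcium and 100% = 1 mM EGTA wells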
hIAP activ = human IAP activation; P09923; purified human IAP, CDP-Star luminescence, 30 min; stronger effect = higher value; 1 = vehicle-only enzyme, 0 = enzyme-free background; activation factor at 10 µM; 330,000 compounds, 0.16% hits; AID 2524;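 active = activation factor of the enzyme at least 2-fold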; note: the source names both 10 and 20 µM as test concentration; values of inactives mirror those of a sister screen read the other way
NR3A LBD binder = NR3A (human) ligand-binding domain modulation; NR3A LBD differential scanning fluorimetry, Tm shift; 0% = protein alone, 100% = glycine-bound protein; Tm shift relative to glycine control, % at 25 µM; 340,000 compounds, 2.5% hits;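 active = melting temperature shift of at least 10% of the positive control shift, at one fixed dose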
mIAP activ = mouse IAP activation | activation factor at 10 µM | 330,000 compounds, 0.24% hits | muIAP, CDP-Star luminescence, 30 min; stronger effect = higher value; 1 = vehicle-only enzyme signal, 0 = enzyme-free wells;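 active = activation factor of at least 2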; note: the source names both 10 and 20 µM as test concentration; values of inactives mirror those of a sister screen read the other way
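System: mouse IAP enzyme. Reagent: CDP-Star chemiluminescent phosphatase substrate. Benchmarks: DMSO wells, no-enzyme wells. Times: 30 min enzyme-substrate-compound incubation at room temperature. Detection: luminescence from enzymatic CDP-Star hydrolysis. Doses: test compounds delivered from DMSO solution.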
APOBEC3A inh = inhibitors of human APOBEC3A DNA deaminase | P31941 | recombinant A3A, FAM/TAMRA ssDNA deamination fluorescence | inhibition, % at 20 µM | 330,000 compounds, 0.41% hits | AID 493011;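 active = at least 40% inhibition at 20 µM here, with at most 30% in a related deaminase screen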;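 note: plate controls were A3A with DMSO for no effect and wells lacking A3A enzyme for full effect; some results filed as inactive read as strong as hits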
Target sequence (P31941 whole entry, looked up): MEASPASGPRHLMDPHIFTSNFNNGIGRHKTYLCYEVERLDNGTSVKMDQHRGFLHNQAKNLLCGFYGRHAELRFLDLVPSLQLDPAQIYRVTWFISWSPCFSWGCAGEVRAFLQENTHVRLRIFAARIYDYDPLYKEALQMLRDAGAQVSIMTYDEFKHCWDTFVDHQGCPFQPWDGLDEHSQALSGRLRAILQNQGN
hIAP block = human IAP inhibition; AID 2544; inhibition, % at 10 µM; P09923; 330,000 compounds, 0.12% hits; purified IAP, CDP-Star luminescence, 30 min;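 active = inhibition reaching a set limit with compound at 10 µM in the primary screen, cut at about 35% in these data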;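 note: plate controls were DMSO wells with enzyme for no effect and no-enzyme buffer wells for full effect; values of inactives mirror those of a sister screen read the other way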
Numbers without * were called inactive.

SMILES	mIAP block	A3G deaminase	MIN6 prolif	MPTP inh	hIAP activ	NR3A LBD binder	mIAP activ	APOBEC3A inh	hIAP block
CN(C)S(=O)(=O)N1CCN(C(=O)c2cccs2)CC1	-1	-3	-1	-1.1	0.84	-1	1	1	16
O=c1c(/C=C(\O)c2ccc(F)cc2)nc2ccccc2n1-c1ccccc1	13	-8	-2	-2.0	0.94	-1	0.87	-2	6
O=C(NC1CCCc2ccccc21)c1cncc(Br)c1 (stereo unspecified)	-19	-4	2	-1.2	0.85	-2	1.2	-4	15
COc1ccc(OCc2cc(C(=O)NCC(C)Oc3cccnc3)no2)c(Cl)c1 (stereo unspecified)	-5	-11	-1	-0.5	1.3	0	1.1	-2	-25
CCCCn1c(=O)c(CCC(=O)OCC(=O)NC(=O)NCCC(C)C)nc2ccccc21	-4	4	-1	-0.4	0.89	1	1	1	11
CCC1=NN(C(=O)c2ccc(Cl)cc2)C(O)(c2ccc(C)cc2)C1 (stereo unspecified)	11	-2	-4	29	1.1	-3	0.89	2	-11
Cc1ccc(C(=O)C2COC(=O)C2)cc1 (stereo unspecified)	5	-4	-1	0.9	0.81	7	0.95	0	19
CCOC(=O)NC(NCC(O)c1ccccc1)(C(F)(F)F)C(F)(F)F (stereo unspecified)	8	-2	-1	-0.7	0.88	1	0.92	-1	12
Cn1ncc(Cl)c1C(=O)Nc1ccc2c(c1)OCO2	8	-10	-1	-1.1	1.2	-1	0.92	-4	-19
NC(=O)C1(N2CCCCC2)CCN(C(=O)NC2CCCCC2)CC1	1	0	-3	-4.7	1.1	0	0.99	0	-13
CCN1CCN(CCNC(=O)c2ccc3nc(-c4cccc(C)c4)c(-c4cccc(C)c4)nc3c2)CC1	6	-7	-7	96*	1.1	-3	0.94	-5	-12
S=C(NCC1CCCO1)N1CCN(c2nc(-c3ccc(Cl)cc3)cs2)CC1 (stereo unspecified)	-3	-6	-6	4.3	1.1	2	1	-9	-7

3 compounds picked at random from those above, as already listed:
SMILES	mIAP block	A3G deaminase	MIN6 prolif	MPTP inh	hIAP activ	NR3A LBD binder	mIAP activ	APOBEC3A inh	hIAP block
CN(C)S(=O)(=O)N1CCN(C(=O)c2cccs2)CC1	-1	-3	-1	-1.1	0.84	-1	1	1	16
NC(=O)C1(N2CCCCC2)CCN(C(=O)NC2CCCCC2)CC1	1	0	-3	-4.7	1.1	0	0.99	0	-13
Cc1ccc(C(=O)C2COC(=O)C2)cc1 (stereo unspecified)	5	-4	-1	0.9	0.81	7	0.95	0	19

(further entries)
SMILES	mIAP block	A3G deaminase	MIN6 prolif	MPTP inh	hIAP activ	NR3A LBD binder	mIAP activ	APOBEC3A inh	hIAP block
O=C(NC1CC1)c1ccc(-c2ccccc2)cc1	-4	-6	-2	1.0	1	-1	1	4	-3
CCCN1CCC(=O)N([C@H](COc2ccccc2)Cc2ccccc2)CC1	-3	-5	-2	-0.3	0.97	-2	1	-2	3
Cc1cc(C(=O)N2CCCC(N3CCN(c4cccc(C(F)(F)F)c4)CC3)C2)c(C)o1 (stereo unspecified)	7	-4	-5	-0.1	0.96	-1	0.93	-1	4
CCc1sc(C(=O)NCc2ccco2)cc1C	1	1	0	1.3	0.78	-2	0.99	4	22
Nc1cc(-c2ccccc2)ccc1O	-2	-10	-5	0.5	1.1	2	1	-5	-9
N#CCNc1ccc([N+](=O)[O-])cc1C#N	-6	-9	-1	6.2	1.1	-3	1.1	-4	-10
CCOCCCn1c(SCC(=O)NCc2ccco2)nc2c(sc3ccccc32)c1=O	-3	-7	5	4.8	0.9	1	1	-2	10
C=CCN1CC(=O)N2C(c3ccccc3)c3[nH]c4ccccc4c3C[C@H]2C1=O (stereo partly specified)	-6	-6	-1	0.5	1.1	-2	1.1	1	-7
COc1ccc(OC)c(CN2C(=O)c3ccccc3C2C(=O)NCc2cccnc2)c1 (stereo unspecified)	3	-4	-4	-0.5	1.1	1	0.97	-2	-12
CN(CC(=O)Nn1cnnc1)S(=O)(=O)c1ccc(Br)cc1	1	-7	0	-1.0	0.97	-1	0.99	-1	3
C[C@H](NS(=O)(=O)c1ccc2c(c1)OCCCO2)C(=O)N1CCN(Cc2ccccc2)CC1	4	-8	1	-0.4	1	2	0.96	-2	-3
CN(C(=O)COC(=O)/C=C/c1ccc2ccccc2n1)c1c(N)n(Cc2ccccc2)c(=O)[nH]c1=O	2	-4	0	-1.7	0.86	2	0.98	-2	14
CC(=O)OCC1OC(Sc2cccc3cccnc23)C(OC(C)=O)C(OC(C)=O)C1OC(C)=O (stereo unspecified)	-2	-1	-3	0.8	1.1	2	1	1	-10
CCOC(=O)C(NC(=O)CC)(Nc1cc(C)on1)C(F)(F)F (stereo unspecified)	-8	-7	-1	4.0	0.98	0	1.1	-3	2
CCc1nnc(NC(=O)C2CCCCC2)s1	-4	0	2	0.2	1.1	-1	1	2	-7
CC(C)(C)C(=O)NC(c1ccccc1)c1c(O)ccc2ccccc12 (stereo unspecified)	-2	-3	-7	15	1	-1	1	-1	-4
C=C(C)[C@@H]1CC=C(CN2CCC(N3CCC(C(=O)N4CCCC4)CC3)CC2)CC1	0	-5	-6	83*	1.2	-2	1	3	-15
CC1CCN(c2ccc3c(c2)S(=O)(=O)c2cccc(C(=O)O)c2C3=O)CC1	6	-8	0	0.2	0.93	1	0.94	-2	7
S=c1[nH]nc(-c2ccc(Br)o2)n1Cc1ccccc1	10	21	1	0.9	0.92	2	0.9	-4	8
O=C(CSc1nnnn1Cc1ccccc1)NCCc1ccccc1	-2	2	-1	0.2	1.1	0	1	2	-10
O=C(CNC(=O)c1nc[nH]c1C(=O)NCC(=O)OCc1ccccc1)OCc1ccccc1	11	-10	1	0.2	1.5	1	0.89	-5	-53
COc1ccc([N+](=O)[O-])cc1NC(=O)/C=C/C(=O)O	2	-5	0	-0.4	1.1	0	0.98	0	-10
CCOc1ccc(N(CC)C(=O)Cc2c(C(=O)O)n(C)c3ccccc23)cc1	3	-7	-4	1.1	0.94	3	0.97	-2	6
CCOc1ccc(N(CC(=O)N2CCN(Cc3ccccc3)CC2)S(C)(=O)=O)cc1	6	-6	-1	0.3	1.3	2	0.94	-2	-32
Cc1cc2c3ccccc3ncn2n1	-4	-1	2	-0.3	1.1	-411	1	-1	-7
CC/C(CC(C)(C)c1ccccc1)=N\O	-1	-5	-2	0.5	1.1	-3	1	2	-12
CCN(C(=O)COc1ccc(F)cc1Br)c1c(N)n(Cc2ccccc2)c(=O)[nH]c1=O	16	-6	0	-2.2	0.98	1	0.84	-4	2
Cc1ccc(/C=N/NC(=O)Cn2cnc3ccccc32)o1	-2	-6	0	-0.5	1	-1	1	-2	-3
COC(=O)c1scc(C)c1NC(=O)c1cccc(C#N)c1	-2	-6	-1	-0.4	0.99	1	1	0	1
O=C(O)CS(=O)(=O)CC(=O)O	4	-4	6	-4.8	0.92	1	0.96	-1	8
COc1ccc(C(=O)N(Cc2ccco2)Cc2cc3cc(C)ccc3[nH]c2=O)cc1OC	-5	2	-1	-6.3	0.98	0	1.1	3	2
Cc1ccc(C(=O)N2CCc3ccccc32)cc1NC(=O)c1ccco1	-4	-3	4	5.5	0.96	-1	1	2	4
O=C(O)c1ccc(CNCc2cccc(OCc3ccc(F)cc3)c2)cc1	5	-7	0	-0.3	1.1	1	0.95	0	-6
CCc1ccc(OCC(=O)NC(NC(=S)Nc2ccc(Cl)cc2)C(Cl)(Cl)Cl)cc1 (stereo unspecified)	-38	-6	-5	98*	0.96	24*	1.4	-4	4
COC(=O)c1c(NC(=O)c2ccc(C)cc2)csc1C	-10	1	-1	1.6	1.3	2	1.1	-2	-29
CCOc1ccc(C(c2c(C)n(C)n(-c3ccccc3)c2=O)c2c(C)n(C)n(-c3ccccc3)c2=O)c(O)c1	-6	-8	-3	-0.1	1.1	-1	1.1	-7	-15
O=C(Oc1cncc(Cl)c1)c1ccco1	-3	-4	-1	-0.9	1.1	-1	1	-1	-5
COc1cccc(NC(=O)CN(C)C(=O)c2ccc3ccccc3c2)c1	14	-6	-2	0.6	1	0	0.86	-2	-2
CCC(C)Sc1nnc(Cc2cc(=O)[nH]c(=O)[nH]2)n1-c1ccc(OC)cc1 (stereo unspecified)	-7	-4	-3	-3.0	0.96	1	1.1	63*	4
O=C(COC(=O)CCc1nc2ccccc2s1)NC(=O)NCc1ccco1	6	-3	2	-1.1	0.94	-1	0.94	6	6
O=S(=O)(Nc1ccc(N2CCOCC2)cc1)c1ccc(F)cc1	1	-2	-1	-1.0	0.91	2	0.99	-5	10
CC(C)(C)S(=O)(=O)c1ccccc1-c1noc(-c2ccccc2)c1C(N)=O	2	-6	3	1.8	0.94	1	0.98	-5	6
CC(C)Sc1sc(C(=O)O)c(-c2ccc(Cl)cc2)c1C#N	5	-1	-1	-0.9	0.95	3	0.95	1	5
O=C(/C=C/c1ccccc1[N+](=O)[O-])OCC(=O)c1ccccc1	3	-6	-3	0.1	1	3	0.97	-2	0
Cc1ccccc1Cn1ccc(NC(=O)c2onc(C)c2Cl)n1	5	7	4	0.4	1.2	2	0.95	1	-25
CC(C)(C)c1ccc(C(=O)Cn2cnnc2C#N)cc1	6	-12	0	-0.4	0.79	-4	0.94	-4	21
Cc1cc(C)n2nc(SCC(=O)Nc3ccc(O)cc3)nc2n1	-1	-4	0	-0.5	0.94	2	1	4	6
CCC(=O)N1CCc2cc(Br)cc(S(=O)(=O)NCCCN(C)Cc3ccccc3)c21	6	-16	2	0.6	0.88	0	0.94	2	12
Cc1ccc(S(=O)(=O)CCc2nc3ccccc3s2)cc1C	6	-2	1	1.8	1.2	0	0.94	-4	-16
Nc1nn(S(=O)(=O)c2ccccc2)cc1-c1cccc([N+](=O)[O-])c1	1	-4	2	0.1	0.81	22*	0.99	-2	19
Cc1nc(N)c(C#N)c(-c2cccnc2)c1-c1ccccc1	10	-7	0	-0.8	0.94	0	0.9	-1	6
N#CCCN(C(=O)COC(=O)c1ccc2ccccc2n1)c1ccccc1	2	-4	3	-0.3	0.83	-2	0.98	-3	17
Cc1c(C)n(C)c2ccc([N+](=O)[O-])cc12	11	-1	1	-0.4	0.93	-2	0.89	0	7
CCOC(=O)Cc1csc(NC(=O)CSc2nnnn2-c2ccc(F)cc2)n1	1	-2	-3	1.3	1.1	-1	0.99	0	-7
O=C(CNC(=O)C1CCCCC1)OC(C(=O)c1ccccc1)c1ccccc1 (stereo unspecified)	-3	5	-3	0.5	1.1	-1	1	5	-12
Cc1ccccc1OCC(=O)Nc1cccc(N(C)S(C)(=O)=O)c1	-2	5	0	-1.4	0.84	0	1	5	16
Brc1cc2c(cc1CN1CCc3ccccc3C1)OCO2	2	-9	1	0.4	0.84	3	0.98	-7	16
CCCN(CCC)CC(C)(C)NS(=O)(=O)c1ccc(Cl)cc1	-11	-3	-2	1.0	1.2	1	1.1	-1	-21
CC(C)CC(=O)Nc1ccc(-c2nc3ccccc3c(=O)o2)cc1	4	-9	0	-0.2	1.1	-13	0.96	1	-5
CCN(CC)S(=O)(=O)c1ccc(N2CCOCC2)c(NC(=O)c2cccc(C#N)c2)c1	0	0	-3	0.6	0.99	-2	1	5	1
Cc1cccn2c(=O)c3cc(C(=O)NCc4cccnc4)c(=N)n(CC4CCCO4)c3nc12 (stereo unspecified)	-4	-4	13	0.8	0.88	0	1	7	12
CC(=O)c1n[nH]nc1Nc1nc(C)cc(C)n1	-8	-6	1	-1.3	2.2*	1	1.1	-2	-123

Source: PubChem (Sanford-Burnham Center for Chemical Genomics)
